Assay outcomes as filed in PubChem BioAssay.
EP2 antag – inhibitors of human EP2 prostaglandin E2 receptor | 260,000 compounds, 0.52% hits | P43116 | AID 1422 | C6 glioma cells expressing human EP2, cAMP TR-FRET; cells stimulated with saturating PGE2 | inhibition, % at 25 µM;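 active = percent inhibition above 40 after rounding to a whole number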;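 note: rat C6 glioma host cells with rolipram phosphodiesterase inhibitor present; the protocol text gives 20 µM as final concentration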
Target sequence (P43116 whole entry, looked up): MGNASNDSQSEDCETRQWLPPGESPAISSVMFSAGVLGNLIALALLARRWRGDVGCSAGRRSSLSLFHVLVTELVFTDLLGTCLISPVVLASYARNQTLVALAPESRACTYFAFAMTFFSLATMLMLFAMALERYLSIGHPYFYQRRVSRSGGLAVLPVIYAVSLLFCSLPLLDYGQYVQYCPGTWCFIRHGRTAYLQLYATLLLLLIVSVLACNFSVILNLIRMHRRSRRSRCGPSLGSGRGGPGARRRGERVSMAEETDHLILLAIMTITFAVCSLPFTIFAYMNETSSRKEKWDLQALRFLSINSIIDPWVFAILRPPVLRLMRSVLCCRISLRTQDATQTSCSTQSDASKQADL
EP2 mod – modulators of human EP2 prostaglandin E2 receptor | EP2-expressing cells, cAMP HTRF FRET, PGE2 co-stimulation | induction, % at 25 µM | 260,000 compounds, 0.83% hits | AID 940;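 active = compounds whose cAMP rise, as percent of the full-agonist control response, exceeds 60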;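 note: rat C6 glioma line stably carrying human EP2 under a CMV promoter; the protocol text gives 20 µM as final concentration; 100% = response of wells given 1 µM PGE2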
The depositor's hits bear a star.

Screening O=C(Cn1nnc2ccccc21)Nc1cc(C(F)(F)F)ccc1Cl returned EP2 antag 8 and EP2 mod -13.
For CC(C)C(=O)N1CCN(c2ccc(NC(=O)C(C)(C)C)cc2)CC1 the results were EP2 antag 9 and EP2 mod 9.
COc1ccc(CCNC(=O)c2sc3nc4cc(C)ccc4cc3c2N)cc1OC was read as EP2 antag 19 and EP2 mod -68.
Cc1ccccc1N(CC(=O)NC1CCCC1)C(=O)CCC(=O)Nc1nccs1 was read as EP2 antag 10 and EP2 mod 1.
Screening O=C1NC2(CCN(C(=O)c3cc(-c4ccco4)[nH]n3)CC2)Nc2ccccc21 returned EP2 antag 6 and EP2 mod 7.
COc1ccc(N2CCN(C(=O)CSc3nnc(-c4ccccc4C)o3)CC2)cc1 was read as EP2 antag 27 and EP2 mod -1.
Screening CCc1nc(SCC(=O)Nc2cccc(C)c2)c2ccccc2n1 returned EP2 antag 12 and EP2 mod 20.
Screening O=C(O)CN(CCN(CC(=O)O)CC(=O)O)CCN(CC(=O)O)CC(=O)O returned EP2 antag 12 and EP2 mod 19.
Screening O=S(=O)(O)N1CCOCC1 returned EP2 antag 17 and EP2 mod 4.
`CCn1nnc(NC(=O)c2ccc(Cl)c(Cl)c2)n1` gave EP2 antag 26 and EP2 mod -54.
`CS(C)(=O)=O` gave EP2 antag 7 and EP2 mod 10.
`Cc1ccc(C)c(OCC(=O)Nc2ccc(NC(=O)c3ccco3)cc2)c1` gave EP2 antag 24 and EP2 mod -13.
For CCOc1cc(C2C(C(=O)OC)=C(C)NC(C)=C2C(=O)OC)ccc1OCC#N the results were EP2 antag 13 and EP2 mod 11.
`Cc1ccc(Nc2nc(-c3cccnc3)cs2)nc1` gave EP2 antag 7 and EP2 mod -26.
For CCn1ncc(C(=O)NC2(c3ccc(F)cc3)CCCC2)c1C the results were EP2 antag 12 and EP2 mod -19.
For Cc1cc(C)nc(N2CCC(C(=O)Nc3cccc(F)c3)CC2)n1 the results were EP2 antag 6 and EP2 mod 7.
Screening COc1ccc(C2(O)CCN(CCN3CCCCC3)CC2)c(OC)c1 returned EP2 antag 12 and EP2 mod -18.
COc1ccc(N(Cc2cc3cccc(C)c3[nH]c2=O)C(=O)c2cc(OC)c(OC)c(OC)c2)cc1 was read as EP2 antag 9 and EP2 mod -29.
`Cc1cc2c(=O)oc(-c3cccc(Cl)c3)nc2s1` gave EP2 antag 4 and EP2 mod -17.
`N[C@H](CO)C(=O)NCC(=O)O` gave EP2 antag 11 and EP2 mod 47.
Cc1ccc2cc(CN(CCO)C(=S)Nc3ccc(F)cc3)c(=O)[nH]c2c1C was read as EP2 antag 11 and EP2 mod -77.
Cc1ccc2cc(CN(CCCN3CCOCC3)C(=O)Nc3cccc(Cl)c3)c(=O)[nH]c2c1C was read as EP2 antag 3 and EP2 mod -61.
Cc1ccc(C)c2[nH]c(=O)c(CN(CCN3CCOCC3)Cc3nnnn3C(C)(C)C)cc12 was read as EP2 antag 5 and EP2 mod -26.
`CCc1nnc(NC(=O)CSc2nc3c(c(=O)n(C)c(=O)n3C)n2Cc2ccc(C)cc2)s1` gave EP2 antag 12 and EP2 mod 2.
Screening NC(C(=O)O)C(O)C(=O)O (configuration not stated) returned EP2 antag 10 and EP2 mod 25.
For CC(=O)Nc1ccc(-n2nnnc2SCC(=O)c2ccc(C)cc2C)cc1 the results were EP2 antag 10 and EP2 mod -82.
Screening C=CCCCCCCCCCCCc1ccco1 returned EP2 antag 7 and EP2 mod 20.
For O=C(Cc1ccc(F)cc1Cl)N1CCCC(c2noc(-c3ccccn3)n2)C1 (configuration not stated) the results were EP2 antag 8 and EP2 mod -36.
Screening CCn1c(SCC(=O)c2ccccc2F)nnc1-c1ccco1 returned EP2 antag 9 and EP2 mod -23.
`CCOc1ccc2nc(NC(=O)CSc3nnc(C4CC4)n3C)sc2c1` gave EP2 antag 9 and EP2 mod -61.
For CCC(=O)N1CCCc2cc(C(O)CN3CCC(O)(c4ccccc4C)CC3)ccc21 (configuration not stated) the results were EP2 antag 9 and EP2 mod -24.
CCn1c(COc2ccc(Cl)cc2)nnc1SCC(=O)NCc1ccco1 was read as EP2 antag 11 and EP2 mod 4.
Screening COCCn1nnnc1C(c1cc2ccc(C)cc2[nH]c1=O)N1CCN(c2ccc(F)cc2)CC1 (configuration not stated) returned EP2 antag 6 and EP2 mod -16.
For O=C(c1ccc(F)cc1)C1CCN(C(=S)NCCCN2CCOCC2)CC1 the results were EP2 antag 9 and EP2 mod 1.
For CC(C)C(=O)N1CCN(c2ccc(NC(=O)c3ccccc3Cl)cc2)CC1 the results were EP2 antag 5 and EP2 mod -25.
Screening Cc1ccc2cc(C#N)c(SCC(=O)Nc3ccccc3Cl)nc2c1C returned EP2 antag 13 and EP2 mod 6.
For CCn1c(COc2cccc3ccccc23)nnc1SCC(=O)Nc1ccc(Br)cc1 the results were EP2 antag 4 and EP2 mod 9.
For O=C(NCCn1nnn(-c2ccccc2)c1=O)c1cccs1 the results were EP2 antag 6 and EP2 mod -35.
`N#C/C(=C\Nc1ccccn1)C(=O)c1ccco1` gave EP2 antag 9 and EP2 mod 11.
Screening CC(=O)NNC(=O)CSc1nnc2c3c4c(sc3nc(C(C)C)n12)CCCC4 returned EP2 antag 12 and EP2 mod 4.
O=C1C2C=CC=CC2=NC(=S)N1CCN1CCC(=C(c2ccc(F)cc2)c2ccc(F)cc2)CC1 (configuration not stated) was read as EP2 antag 6 and EP2 mod 10.
For CCn1c(SCC(=O)Nc2ccccc2OC)nnc1-c1ccoc1C the results were EP2 antag 5 and EP2 mod 12.
`COc1ccc(CN(Cc2cc3cc(C)ccc3[nH]c2=O)C(=S)NC2CCCCC2)cc1` gave EP2 antag 7 and EP2 mod 9.
Screening COc1ccc(-n2nnnc2SCC(N)=O)c(OC)c1 returned EP2 antag 6 and EP2 mod -10.
For COc1ccc(CNC(=O)CSc2nnnn2C)cc1 the results were EP2 antag 10 and EP2 mod 3.
Screening COc1ccc(-c2ccnc(SCC(=O)Nc3nc(C)cs3)n2)cc1 returned EP2 antag 10 and EP2 mod -14.
For CC(C)n1c(=O)oc2cc(S(=O)(=O)NCC3Cc4ccccc4O3)ccc21 (configuration not stated) the results were EP2 antag 3 and EP2 mod -63.
`Cc1ccc(C(=O)N(Cc2cc3cccc(C)c3[nH]c2=O)C2CCCCC2)cc1` gave EP2 antag 7 and EP2 mod -30.
`OC(CN1CCC(O)(c2ccc(F)cc2)CC1)c1ccc(Cl)c(Cl)c1` (configuration not stated) gave EP2 antag 7 and EP2 mod -67.
For Cc1ccc(C(=O)Nc2ncc(Cc3ccc(Cl)cc3)s2)o1 the results were EP2 antag 7 and EP2 mod -42.
For O=C(O)c1cc(-c2ccc3cc4c(cc3c2)OCO4)nc2ccccc12 the results were EP2 antag 14 and EP2 mod 34.
COc1ccc(NC(=O)CN2CCC(n3nnc4cc(C)ccc43)CC2)cc1 was read as EP2 antag 10 and EP2 mod -52.
`Cc1cc(C)cc(NC(=O)CSc2nnc(-c3ccco3)n2C)c1` gave EP2 antag 21 and EP2 mod -29.
For CC(C)c1cc(CN(C)C)c(O)c(C(C)(C)C)c1 the results were EP2 antag 13 and EP2 mod 31.
Screening CCOc1cc(C2NC(=O)NC(C)=C2C(=O)Nc2ccccc2OC)cc(Cl)c1O (configuration not stated) returned EP2 antag 5 and EP2 mod -9.
For C=CC[N+](CC)(CC)CCNC(=O)c1c(O)c2ccccc2n(C)c1=O the results were EP2 antag 12 and EP2 mod 10.
For O=C(/C=C/c1ccco1)NC(=S)N1CCN(c2ccccn2)CC1 the results were EP2 antag 17 and EP2 mod -157.
`c1ccc2nc(CC[C@@H]3CCCCN3)ccc2c1` gave EP2 antag 13 and EP2 mod -18.
Screening CSc1nc(NN)c2c3c(sc2n1)CCC3 returned EP2 antag 14 and EP2 mod -41.
COc1ccc(Cn2nnnc2C(c2cc3cc(C)cc(C)c3[nH]c2=O)N2CCc3ccccc32)cc1 (configuration not stated) was read as EP2 antag 7 and EP2 mod 2.

Sorted by molecular weight (highest first): some entries from above
`COc1ccc(CN(Cc2cc3cc(C)ccc3[nH]c2=O)C(=S)NC2CCCCC2)cc1` gave EP2 antag 7 and EP2 mod 9.
For C=CC[N+](CC)(CC)CCNC(=O)c1c(O)c2ccccc2n(C)c1=O the results were EP2 antag 12 and EP2 mod 10.
For O=C(O)c1cc(-c2ccc3cc4c(cc3c2)OCO4)nc2ccccc12 the results were EP2 antag 14 and EP2 mod 34.

Entries from the list above with a tert-butyl group, in the order listed:
For CC(C)C(=O)N1CCN(c2ccc(NC(=O)C(C)(C)C)cc2)CC1 the results were EP2 antag 9 and EP2 mod 9.
Cc1ccc(C)c2[nH]c(=O)c(CN(CCN3CCOCC3)Cc3nnnn3C(C)(C)C)cc12 was read as EP2 antag 5 and EP2 mod -26.
For CC(C)c1cc(CN(C)C)c(O)c(C(C)(C)C)c1 the results were EP2 antag 13 and EP2 mod 31.

Remaining list, next part.
For Cc1ccc(C(O)CN2CCC3(CC2)CC(O)c2cc(F)ccc2O3)cc1 (configuration not stated) the results were EP2 antag 5 and EP2 mod -73.
Screening CCn1c(SCC(=O)Nc2ccc(C)cc2)nnc1-c1ccoc1C returned EP2 antag 4 and EP2 mod -7.
CCc1cc2cc3c(cc2nc1SCC(=O)Nc1cc(OC)ccc1OC)OCO3 was read as EP2 antag 8 and EP2 mod 39.
Screening Nc1ccc(N2CCCC2)c2nonc12 returned EP2 antag 11 and EP2 mod -59.
Screening CSc1ncc(C(=O)Nc2cccc(C(=O)N(C)C3CCCCC3)c2)cn1 returned EP2 antag 5 and EP2 mod -25.
CC(CCC(=O)O)[C@H]1CCC2C3CC[C@@H]4C[C@H](O)CC[C@]4(C)C3C=C[C@@]21C (some centres not stated) was read as EP2 antag 7 and EP2 mod 38.
`O=C(c1ncoc1-c1cccc(F)c1)N1CCN(c2nc3ccccc3s2)CC1` gave EP2 antag 11 and EP2 mod -76.
`Fc1ccccc1Nc1nc(N2CCOCC2)nc(N2CCOCC2)n1` gave EP2 antag 10 and EP2 mod -22.
COc1ccc(Cc2ccccc2C(=O)O)c2ccccc12 was read as EP2 antag 13 and EP2 mod 12.
Screening CC(C)N1CNc2c(c(=O)n(C)c(=O)n2C)C1 returned EP2 antag 18 and EP2 mod -8.
For Cc1ccc(S(=O)(=O)n2c(N)nc3ccccc32)cc1 the results were EP2 antag 6 and EP2 mod 32.
COc1ccc2[nH]c(=O)c(CN(CCN(C)C)C(=S)NCC3CCCO3)cc2c1 (configuration not stated) was read as EP2 antag 11 and EP2 mod -3.
O=C(Sc1ccccn1)c1ccco1 was read as EP2 antag 12 and EP2 mod -16.
For C=CCn1c(Cc2c(C)[nH]c3ccccc23)nnc1SCC(=O)Nc1ccc(OC)cc1 the results were EP2 antag 4 and EP2 mod -29.
`O=C(O)c1nnsc1COCc1ccccc1` gave EP2 antag 11 and EP2 mod 16.
CCC(C)C(=O)Nc1nnc(C)s1 (configuration not stated) was read as EP2 antag 7 and EP2 mod -22.
Screening Cc1cc(C)n(CCNC(=O)Cn2c(-c3cccs3)cc3cccnc32)n1 returned EP2 antag 8 and EP2 mod -15.
`Cc1ccc(-n2c(COc3cccc4ccccc34)nnc2SCC(=O)O)cc1` gave EP2 antag 12 and EP2 mod 20.
`CC(=O)c1cccc(NC(=O)COc2ccc(S(=O)(=O)N3CCCC3)cc2)c1` gave EP2 antag 8 and EP2 mod -27.
CN(C)[C@H]1C(=O)C(C(=O)NCN2CCCC2)=C(O)[C@@]2(O)C(=O)C3=C(O)c4c(O)cccc4[C@](C)(O)[C@H]3C[C@H]12 was read as EP2 antag 44* and EP2 mod 7.
COc1ccc(C2=Nc3ccccc3C(c3ccncc3)=NN2)cc1 was read as EP2 antag 11 and EP2 mod -8.
`COCC(=O)Nc1nnc(C)s1` gave EP2 antag 13 and EP2 mod -12.
For CCc1cc2ccccc2nc1SCC(=O)c1cccc(OC)c1 the results were EP2 antag 9 and EP2 mod 53.
`COc1ccccc1-c1coc2cc(O)ccc2c1=O` gave EP2 antag 16 and EP2 mod 29.
Screening CC(=O)Nc1cnc(NC(=O)C(C)C)cc1C returned EP2 antag 14 and EP2 mod 22.
`CCOCCCNC(=O)C1CCN(S(=O)(=O)c2ccc(Cl)cc2)CC1` gave EP2 antag 8 and EP2 mod -2.
Cc1ccccc1C1(O)CCN(C(=O)CSc2nccc3ccccc23)CC1 was read as EP2 antag 10 and EP2 mod -92.

By substructure, those above containing a cyano group
For CCOc1cc(C2C(C(=O)OC)=C(C)NC(C)=C2C(=O)OC)ccc1OCC#N the results were EP2 antag 13 and EP2 mod 11.
Screening Cc1ccc2cc(C#N)c(SCC(=O)Nc3ccccc3Cl)nc2c1C returned EP2 antag 13 and EP2 mod 6.
`N#C/C(=C\Nc1ccccn1)C(=O)c1ccco1` gave EP2 antag 9 and EP2 mod 11.

An excerpt; the hit share may differ from the screen's.
